Smad3 FoxH1 inh – Smad3 (human) transcription factor binding inhibition. TR-FRET Smad3/Dy647-FoxH1 peptide binding, europium anti-His. inhibition, % at 25 µM. P84022. actives 0.29% (n = 88,000). AID 630;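 active = compounds that reduce the energy-transfer binding signal between the protein and its labelled peptide by more than half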;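 note: 0% = Smad3 plus labelled peptide maximal FRET and 100% = peptide-only background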
hDAT+cocaine – changed human dopamine transporter uptake under cocaine IC80; actives 1.3% (n = 110,000); B-score at 10 µM; Q01959; LLC-PK1 hDAT cells, [14C]-dopamine uptake with cocaine IC80; actives deviate in either direction; AID 449768;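 active = Z score or B-score, a plate-position-corrected score, falls beyond the plate's 99.7% confidence bounds, in either direction; inactive = both scores lie inside the 99.7% bounds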;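 note: scored against the spread of the other compound wells on the same plate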
* = called active by the depositor; . = no result given.

SMILES	Smad3 FoxH1 inh	hDAT+cocaine
Oc1cc(O)c2c(c1)O[C@H](c1ccc(O)c(O)c1)[C@@H](O)[C@@H]2c1c(O)cc(O)c2c1O[C@@H](c1ccc(O)c(O)c1)[C@H](O)C2	14	.
C=C[C@@H]1CN2CCC1C[C@@H]2[C@@H](O)c1ccnc2ccc(OC)cc12 (some centres not stated)	.	-0.17
C=CC1=C(C(=O)O)N2C(=O)[C@@H](NC(=O)/C(=N\O)c3csc(N)n3)[C@H]2SC1 (stereo in doubt)	.	0.48
COc1cc2c(c(OC)c1OC)-c1c(cc3c(c1OC)OCO3)[C@@H](OC(C)=O)[C@H](C)[C@H](C)C2	.	-0.49
NC(=O)c1cccc(-c2cc(Nc3ccc(OC(F)(F)F)cc3)ncn2)c1	.	-0.41
CCCn1cnc2c1c(=O)n(CCCCC(C)=O)c(=O)n2C	.	0.16
Cc1cc(Nc2cc(N3CCN(C)CC3)nc(Sc3ccc(NC(=O)C4CC4)cc3)n2)n[nH]1	.	0.28
C/C=C(/C)C(=O)O[C@@H]1c2c(ccc3ccc(=O)oc23)OC(C)(C)[C@@H]1OC(=O)/C(C)=C\C	.	0.82
COc1ccccc1N1CCN(CCCNc2cc(=O)n(C)c(=O)n2C)CC1	.	0.56
COc1ccc(C(=O)NCc2ccc(OCCN(C)C)cc2)cc1OC	.	0.29
CC12CCC(CC1)C(C)(C)O2	.	-2

Single records (already shown):
COc1ccc(C(=O)NCc2ccc(OCCN(C)C)cc2)cc1OC is listed as Smad3 FoxH1 inh = .; hDAT+cocaine = 0.29
COc1ccccc1N1CCN(CCCNc2cc(=O)n(C)c(=O)n2C)CC1 is listed as Smad3 FoxH1 inh = .; hDAT+cocaine = 0.56

Looked up by compound from above:
SMILES	Smad3 FoxH1 inh	hDAT+cocaine
COc1ccc(C(=O)NCc2ccc(OCCN(C)C)cc2)cc1OC	.	0.29
COc1cc2c(c(OC)c1OC)-c1c(cc3c(c1OC)OCO3)[C@@H](OC(C)=O)[C@H](C)[C@H](C)C2	.	-0.49

The list is partial; count on the stated rates, not on these rows.
